NPC1 promoter act: activators of NPC1 promoter; Potency, µM (doses to about 9.22 µM), without a hit: top-dose activation, usual class: activators; actives 2.4% (n = 320,000); AID 485313; Huh7 NPC1 promoter luciferase reporter, 24 h;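 further: potency means the concentration at half of the fitted maximal effect; % of control where 0% means no effect; nearly all actives have a fitted effect of over 60% in size; reporter is driven by a mutant NPC1 promoter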
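In 1536-well qHTS, Huh7 cells harboring an NPC1 promoter–luciferase construct received compound for 24 h; activation was quantified by luminescence following luciferase reagent addition.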
ELG1 genotoxic: induces genotoxicity in HEK293T cells with luciferase-tagged ELG1 | actives 1.3% (n = 330,000) | Potency, µM (top dose mostly 46 µM), inactives show at the top dose activity change, positive = activation, usual class: activators | HEK293T ELG1-luciferase reporter, luminescence, 16 h; further: potency means the concentration at half of the fitted maximal effect; % of control where 0% means no effect; nearly all actives have a fitted effect of over 60% in size
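Step 1: seed 2,000 HEK293T ELG1-luciferase cells per well. Step 2: add compound or DMSO, incubate 16 hr at 37 °C. Step 3: ONE-Glo, 30 min at room temperature, read luminescence.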
Rab9 promoter act: Rab9 promoter activation; Huh7 Rab9 promoter-luciferase reporter, luminescence, 24 h; Potency, µM (top dose mostly 9.22 µM), without a hit: at the top dose activation, negative = inhibition, usual class: activators; actives 2.8% (n = 320,000); further: potency means the concentration at half of the fitted maximal effect; % of control where 0% means no effect; nearly all actives have a fitted effect of over 60% in size
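Huh7 reporter line, Rab9 promoter upstream of luciferase. Compound exposure 24 h at 37 °C in reduced-serum medium with 10% FBS. Read-out: luminescence.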
VP16 counter: counter-screen for ROR gamma inhibitors: Gal4-VP16 reporter; Potency, µM (series often up to 53.6 µM), for the others: top-dose activity, negative = inhibition, usual class: inhibitors; actives 3.5% (n = 310,000); Drosophila S2 Gal4-VP16 UAS-luciferase, luminescence, 20 h;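 further: Gal4-VP16 expression switched on by copper sulfate through the metallothionein promoter; potency means the concentration at half of the fitted maximal effect; on the % scale 0 is the no-effect control and ±100 the full control effect; nearly all actives have a fitted effect of over 50% in size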
Tb PFK block: inhibitors of T. brucei phosphofructokinase | T. brucei PFK, ADP-Glo luminescence | AID 485367 | actives 0.17% (n = 330,000) | Potency, µM (titrated, usually from 57.5 µM), for inactives: at the top dose activity, negative = inhibition, actives largely listed as inhibitors | O15648;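 further: potency means the concentration at half of the fitted maximal effect; 0% = uninhibited 1x PFK enzyme wells and -100% = no-enzyme wells; nearly all actives have a fitted effect of over 60% in size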
Target sequence (O15648 whole entry, looked up): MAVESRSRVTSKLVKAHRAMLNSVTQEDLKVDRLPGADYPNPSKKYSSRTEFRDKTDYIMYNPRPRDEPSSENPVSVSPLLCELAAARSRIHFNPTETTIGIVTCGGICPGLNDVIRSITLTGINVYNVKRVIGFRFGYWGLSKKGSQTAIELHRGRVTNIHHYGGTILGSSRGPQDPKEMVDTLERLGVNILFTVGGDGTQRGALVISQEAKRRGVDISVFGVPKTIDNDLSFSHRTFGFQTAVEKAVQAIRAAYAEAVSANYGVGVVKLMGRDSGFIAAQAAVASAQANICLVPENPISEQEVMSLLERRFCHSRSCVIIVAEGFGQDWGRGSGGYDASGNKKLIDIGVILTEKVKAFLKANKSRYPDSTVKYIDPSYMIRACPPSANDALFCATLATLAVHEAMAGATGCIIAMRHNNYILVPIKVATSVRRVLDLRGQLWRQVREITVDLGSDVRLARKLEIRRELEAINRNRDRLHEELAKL
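In TEA buffer at pH 8.0 with 5 mM MgCl2, enzyme (1.25 nM) converted F6P (0.5 mM) and ATP (0.1 mM) for 45 min at room temperature. ADP product was read by luciferase luminescence.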
BRCA1 expr up: activators of BRCA1 expression | MCF7-BRCA1-FFLuc reporter, luminescence, 48 h; response scale: scaled: vehicle 0%, 10 µM genistein 100% | Potency, µM (titrated, usually from 46.1 µM), for inactives: top-dose activation, usual class: activators | actives 1.1% (n = 380,000) | AID 624202; further: potency means the concentration at half of the fitted maximal effect; nearly all actives have a fitted effect of over 80% in size; some results filed as inactive show a strong effect at the top dose
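Quantitative HTS in MCF7 cells stably reporting BRCA1 expression via firefly luciferase. Compound treatment lasts 48 h at 37 °C in phenol-red free MEM. Activation is expressed relative to genistein at 10 microM and DMSO.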
FLuc counter: inhibits or activates purified firefly luciferase, miR-21 counter-screen | P08659 | purified FLuc, Km substrates, luminescence inhibition | Potency, µM (doses to about 57.5 µM), inactives show top-dose activity change, negative = inhibition, hits mostly inhibitors | actives 6.9% (n = 360,000) | AID 588342;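 further: potency means the concentration at half of the fitted maximal effect; plate controls were vehicle for no effect and reference inhibitor for full effect; nearly all actives have a fitted effect of over 55% in size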
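Purified P. pyralis luciferase (10nM final) with 10uM D-luciferin and 10uM ATP (Km levels) in 50mM Tris acetate pH 7.5, 10mM Mg acetate, 0.01% Tween-20, 0.05% BSA; qHTS 6-point titration, ~60 µM downward; luminescence read.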
ELG1 DNA repair: ELG1-dependent DNA repair inhibition; HEK293T ELG1-luciferase reporter, luminescence, 16 h; DNA damage induced by 5-fluorouridine; Potency, µM (doses to about 46.1 µM), for the others: top-dose activity change, negative = inhibition, most hits filed as inhibitors; actives 2.3% (n = 330,000); AID 504467; further: potency means the concentration at half of the fitted maximal effect; on the % scale 0 is the no-effect control and ±100 the full control effect; nearly all actives have a fitted effect of over 55% in size
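In this reporter screen, reduction of luminescence relative to DMSO vehicle indicated activity. Compounds and 5-fluorouridine were added together to 2,000 cells per well, incubated for 16 hr at 37 °C, then developed with ONE-Glo.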
RORg inh: ROR gamma (mouse) transcription inhibition. actives 5.4% (n = 310,000). Potency, µM (doses to about 53.6 µM), for inactives: at the highest dose activity change, negative = inhibition, usual class: inhibitors. Drosophila S2 Gal4-RORgamma UAS-luciferase reporter, 20 h. P51450; further: potency means the concentration at half of the fitted maximal effect; on the % scale 0 is the no-effect control and ±100 the full control effect; nearly all actives have a fitted effect of over 60% in size
Target sequence (P51450 whole entry, looked up, the tested form may be a part): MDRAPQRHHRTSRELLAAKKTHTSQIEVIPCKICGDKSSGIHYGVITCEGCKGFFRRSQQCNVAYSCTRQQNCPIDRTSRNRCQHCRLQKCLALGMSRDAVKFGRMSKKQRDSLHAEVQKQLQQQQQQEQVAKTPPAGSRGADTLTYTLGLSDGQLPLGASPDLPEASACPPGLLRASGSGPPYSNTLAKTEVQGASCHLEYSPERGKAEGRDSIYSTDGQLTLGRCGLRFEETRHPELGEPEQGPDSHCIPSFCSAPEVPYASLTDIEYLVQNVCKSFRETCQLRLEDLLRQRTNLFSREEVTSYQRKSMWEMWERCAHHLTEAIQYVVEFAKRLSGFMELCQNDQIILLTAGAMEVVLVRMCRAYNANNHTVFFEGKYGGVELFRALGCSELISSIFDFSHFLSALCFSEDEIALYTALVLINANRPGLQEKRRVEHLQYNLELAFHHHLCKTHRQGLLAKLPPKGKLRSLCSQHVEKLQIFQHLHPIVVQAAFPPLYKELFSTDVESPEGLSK
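Read-out: Photinus luciferase luminescence; inhibitors lower reporter signal. Insect Schneider cells with Gal4-ROR gamma fusion under metallothionein promoter, UAS reporter; 700 uM final copper sulfate induction, 20 hr, ambient temperature.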
p53 reactivation: restores transcriptional activity of mutant p53; H1299 p53-A138V BP100-luciferase reporter, luminescence, 24 h; Potency, µM (titrated, usually from 92.2 µM), without a hit: at the top dose activity change, positive = activation, hits mostly activators; actives 0.063% (n = 320,000); further: potency means the concentration at half of the fitted maximal effect; % of control where 0% means no effect; nearly all actives have a fitted effect of over 45% in size
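H1299 (p53-null), stable ts p53-A138V + BP100-Luc; 1000 cells/well, Opti-MEM/10% FBS; cpd 4 pt, 1:5; 24 h, 37 deg C, 5% CO2; detection reagent 10 min RT; luminescence.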
TRPV1 ag: activates the human vanilloid receptor TRPV1 | TRPV1-expressing cells, Fluo-8 calcium influx, agonist mode | actives 0.19% (n = 320,000) | activation, % at 8.33 µM | Q8NER1; in the data active means activation above about 80%; inconclusive means between about 30% and that limit; further: 0% is about no effect
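TRPV1-expressing cells were cultured overnight at 35.5C and loaded with Fluo-8 calcium dye for 40 to 90 min at room temperature. After a 10 s baseline, compound was added and calcium influx was read kinetically for 3 min (ex 480/em 520 nm).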
The depositor's hits bear a star; ? = inconclusive; . = not tested or not shown; & = joins results of further samples; [ ] = dose if it differs, or a comment. Unless noted, the call rests on the fitted dose curve; in most records, active means well fitted curve in the direction sought with a large enough effect; inconclusive means small, poorly fitted or top-dose-only effect, or another doubt; inactive means no such curve, though single readings can be large; an effect the other way counts as inactive or inconclusive.

Molecule,NPC1 promoter act,ELG1 genotoxic,Rab9 promoter act,VP16 counter,Tb PFK block,BRCA1 expr up,FLuc counter,ELG1 DNA repair,RORg inh,p53 reactivation,TRPV1 ag
COc1ccc(S(=O)(=O)N2CCCCCC2)cc1C(=O)OCc1cccc(OC)c1OC,-5%,-5%,1%,.,4%,-33%,8%,?,.,-8%,8
COc1ccc(S(=O)(=O)NCC2CCC(C(=O)NCC(OC)OC)CC2)cc1 (stereo not given),-2%,-1%,3%,-7%,8%,3%,-1%,18%,-1%,-4%,-2
COC(=O)c1ccccc1NC(=O)C/C(C)=N/NC(=O)CC#N,-3%,-5%,-8%,-6%,-3%,1%,-1%,-23%,1%,0%,1
COc1ccc(S(=O)(=O)NC(C)C(=O)NCc2ccc3c(c2)OCO3)cc1OC (stereo not given),1%,0%,-1%,1%,-7%,-6%,0%,3%,1%,-6%,-1
CC1=Nc2ccc(C)cc2/C1=C/c1c(N)n2oc(C)cc2nc1=O,3%&-31%,5%&11%,-1%&2%,-1%&-6%,-3%&5%,7%&-1%,-2%&-1%,-10%&7%,-24%&4%,-3%&1%,0&-2
COc1cccc(NC(=O)CN(C)C(=O)C2CC3C=CC2C3)c1 (stereo not given),.,-4%,.,.,-2%,-24%,.,?,.,5%,.
CCOc1ccc(CCNC(=O)COC(=O)c2cc(OC)c(OC)c(OC)c2)cc1OCC,-17%,-21%,-5%,0%,-2%,.,0%,?,3%,1%,-4
Cc1c(C)c2ccc(OCC(=O)Nc3cccnc3)cc2oc1=O,13%,?,3%,10%,2%,0%,?,?,-5%,14%,1
CCCCOc1ccc(-c2cnc3ccccc3n2)cc1,0.4µM*,?,0.45µM*,?,11%,-29%,0.43µM*,?,?,?,3
CCCCn1c(=O)[nH]c(=O)c2c1nc(-c1ccc(-c3ccccc3Br)o1)n2CC,1%,3%,-5%,-4%,-21%,-35%,-9%,-16%,6%,-6%,3
Cc1c(N/C=C/C(=O)c2cccs2)c(=O)n(-c2ccccc2)n1C,-3%,4%,-4%,0%,1%,-75%,?,6%,38%,13%,1
Cn1c(N)c(C(=O)Nc2c(Cl)cccc2Cl)sc1=S,-3%,-1%,-3%,-5%,1%,1%,1%,-2%,-8%,-5%,3
Cc1cc2c(N=NC(=O)C3CC3c3ccccc3)c(O)[nH]c2cc1Br (stereo not given),-3%,-2%,-2%,3%,-2%,-34%,-1%,?,24%[10 µM],-1%,3
CCc1cc(=O)oc2cc(C)cc(OCC(=O)NCC(O)c3ccccc3)c12 (stereo not given),-2%,0%,-1%,8%,7%,-9%,3%,11%,-6%,11%,0
CSc1ccccc1-c1nnc(-c2ccc(Cl)c(Cl)c2)o1,?,?,?,8%,0%,15%,7.6µM*,?,0%,?,18
Cc1cc(=O)nc2c3ccccc3n(CC(=O)NCCC3=CCCCC3)n12,1%,-3%,0%,0%,-5%,0%,2%,9%,2%,-5%,2
CC1CN(C(=O)c2cc(Br)c(Br)s2)CC(C)O1 (stereo not given),-4%,1%,0%,.,8%,-5%,0%,7%,.,4%,21
O=C(Nc1ccccn1)c1ccc(=O)[nH]n1,-2%,4%,-6%,-3%,2%,-4%,-6%,0%,11%,2%,0
CCCCSC1(SCCCC)N=C(N)C2(C#N)C(c3ccccc3)NC(C)=C(C)C12C#N (stereo not given),0%,0%,?,-10%,4%,-25%,1%,-7%,-43%,-3%,2
O=C(O)CC/C(=N\Nc1ccc(S(=O)(=O)N2CCCC2)cc1[N+](=O)[O-])c1cccs1,-1%,-17%,0%,11%,-14%,-35%,-4%,21µM*,-20%,-8%,0
Cc1ccc(C2N(c3cccc(Cl)c3)C(=O)N3CCCN23)cc1 (stereo not given),-3%,1%,-3%,-5%,0%,-2%,1%,3%,?,-5%,-1
CSCCC(NC(=O)C1CCCCC1)c1nc2ccccc2[nH]1 (stereo not given),4%,-4%,-1%,-5%,-5%,12%,-2%,2%,2%,0%,-7
N#Cc1nc(-c2ccc(F)cc2)oc1NCc1ccco1,12%,5%,15%,-11%,1%,82%,?,?,12%,3%,16
O=C(CCl)Nc1ccc(S(=O)(=O)Nc2nccs2)cc1,-14%,-14%,15%,-12%,0%,-20%,2%,-8%,-6%,-11%,2
C=CCSc1nnc(-c2sc(-c3ccccc3)nc2C)n1C,19%,10%,?,18%,1%,-3%[1.84 µM],?,?,30%,7%,2
COc1cccc(NC(=O)CN(C)C(C)C(=O)Nc2ccc(S(=O)(=O)N3CCOCC3)cc2)c1 (stereo not given),3%,-5%,-9%,-1%,2%,-1%,3%,7%,56%,0%,-3
COc1cc(OC)c2c(c1)OC(=O)CC2c1ccc2c(c1)OCO2 (stereo not given),.,5%,.,2%,-6%,4%,.,4%,0%,-3%,.
CCOc1ccc2nc(/N=C/c3c(C)[nH]n(-c4ccccc4)c3=O)sc2c1,?,?,?,-2%,0%,?,6.7µM*,?,42%,9%,-1
O=c1c2[nH]c3ccc(Cl)cc3c2ncn1CCN1CCCCC1,-3%,0%,7%,-1%,-3%,63%,-1%,5%,-2%,6%,.
CC(C)Oc1ccc(Br)cc1C(=O)N/N=C/c1c[nH]c2ccccc12,-5%,-6%,2%,-4%,2%,-62%,-21%,-29%,19%,-6%,-5
COc1cc(OC)c(OC)cc1CCC(C)NCCC(c1ccccc1)c1ccccc1 (stereo not given),-5%,-3%,-12%,-3%,-6%,-80%,-1%,?,-22%,-6%,5
CCOc1ccc(C(=O)N2CCC(C(=O)c3ccc4c(c3)OCCO4)CC2)cc1,-2%,5%,-2%,21%,1%,-50%,-14%,?,-2%,5%,?
Cc1ccccc1-n1nnnc1SCC(=O)Nc1ccc(S(=O)(=O)N2CCCC2)cc1,-4%,-13%,-9%,1%,0%,-39%,2%,?,11%,-1%,10
CCOc1cc(C(C(=O)NCC2CCCO2)N(C(=O)Cn2nnc3ccccc32)c2cccc(OC)c2)ccc1O (stereo not given),0%,0%,1%,11%,0%,-10%,-1%,2%,1%,1%,-2
COc1cc(OC)c2c(-c3ccccc3)cc(=O)oc2c1C(CCN1CCCC(C)C1)c1ccc(N(C)C)cc1 (stereo not given),-5%,-4%,-5%,-28%,4%,-29%,2%,-13%,?,0%,18
COc1ccc(NC(=O)COC(=O)CNS(=O)(=O)/C=C/c2ccccc2)cc1OC,0%,2%,-2%,.,5%,-3%,0%,11%,.,20%,-4
COCc1cc(=O)[nH]c(N2CCN(C(=O)c3ccco3)CC2)n1,-4%,0%,4%,0%,0%,11%,-1%,-1%,-22%,-3%,4

Of the compounds above, these have a Cl atom:
Molecule,NPC1 promoter act,ELG1 genotoxic,Rab9 promoter act,VP16 counter,Tb PFK block,BRCA1 expr up,FLuc counter,ELG1 DNA repair,RORg inh,p53 reactivation,TRPV1 ag
Cn1c(N)c(C(=O)Nc2c(Cl)cccc2Cl)sc1=S,-3%,-1%,-3%,-5%,1%,1%,1%,-2%,-8%,-5%,3
CSc1ccccc1-c1nnc(-c2ccc(Cl)c(Cl)c2)o1,?,?,?,8%,0%,15%,7.6µM*,?,0%,?,18
Cc1ccc(C2N(c3cccc(Cl)c3)C(=O)N3CCCN23)cc1 (stereo not given),-3%,1%,-3%,-5%,0%,-2%,1%,3%,?,-5%,-1
O=C(CCl)Nc1ccc(S(=O)(=O)Nc2nccs2)cc1,-14%,-14%,15%,-12%,0%,-20%,2%,-8%,-6%,-11%,2
O=c1c2[nH]c3ccc(Cl)cc3c2ncn1CCN1CCCCC1,-3%,0%,7%,-1%,-3%,63%,-1%,5%,-2%,6%,.
